# UGM FP inh – blocks M. tuberculosis UGM enzyme; purified UGM, fluorescence polarization probe displacement; inhibition, % at 10 µM; actives 0.06% (n = 320,000); AID 504406; in the data active = inhibition above about 10%, passing the limit was not always enough; inconclusive = no clear call, values can overlap the other calls
# Target sequence (P9WIQ1 whole entry, looked up): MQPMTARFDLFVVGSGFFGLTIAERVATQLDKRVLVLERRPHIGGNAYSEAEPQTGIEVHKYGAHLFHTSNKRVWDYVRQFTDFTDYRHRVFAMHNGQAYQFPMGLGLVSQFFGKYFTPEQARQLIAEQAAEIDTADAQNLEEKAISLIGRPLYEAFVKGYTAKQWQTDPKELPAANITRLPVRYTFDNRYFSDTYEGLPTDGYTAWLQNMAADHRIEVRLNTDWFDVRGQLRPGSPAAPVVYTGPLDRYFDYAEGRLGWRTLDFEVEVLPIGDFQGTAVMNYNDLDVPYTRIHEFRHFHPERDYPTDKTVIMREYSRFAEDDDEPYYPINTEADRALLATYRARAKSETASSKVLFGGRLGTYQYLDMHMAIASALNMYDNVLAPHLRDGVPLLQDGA
# BoNT F protease – blocks Botulinum neurotoxin F light chain protease; Multiplex microsphere protease cleavage assay, flow cytometry; actives 0.22% (n = 360,000); inhibition, % at 10 µM; in the data active = inhibition above about 35%, passing the limit was not always enough; inconclusive = no clear call, values can overlap the other calls; also: plate controls were buffer without enzyme for full effect and enzyme alone for no effect
# CCHFV vOTU inh – blocks the CCHF virus ovarian tumor domain protease; CCHFV vOTU protease, Pep-AMC fluorescence; inhibition, % at 11.5 µM; actives 0.55% (n = 370,000); AID 651958; also: 0% = vehicle wells with enzyme and 100% = no enzyme wells
# GDH-TPI counter – inhibits GDH-TPI coupling enzymes, artifact for Mtb FBA screen; GDH-TPI coupled enzyme counterscreen, NADH absorbance; inhibition, % at 4.8 µM; actives 1.2% (n = 360,000);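 also: 0% = DMSO wells and 100% = wells lacking the enzyme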
# FadD28 FP inh – M. tuberculosis FadD28 bisubstrate binding inhibition | FadD28 bisubstrate probe binding, fluorescence polarization | inhibition, % at 12.5 µM | actives 0.22% (n = 360,000) | AID 588549; in the data active = inhibition above about 8.5%, passing the limit was not always enough; inconclusive = no clear call, values can overlap the other calls
# BioA inh – BioA (M. tuberculosis) enzyme inhibition; actives 0.096% (n = 360,000); purified M. tuberculosis BioA enzyme, plate reader; inhibition, % at 9.99 µM; AID 602481; in the data active = inhibition above about 40%; inconclusive = no clear call, values can overlap the other calls
# VHR inh abs – inhibitors of human VHR1 phosphatase (DUSP3). P51452. recombinant VHR phosphatase, pNPP absorbance. inhibition, % at 13.3 µM. actives 0.52% (n = 290,000); in the data active = inhibition above about 50%; also: some compounds called inactive have numbers as strong as hits
# Target sequence (P51452 whole entry, looked up): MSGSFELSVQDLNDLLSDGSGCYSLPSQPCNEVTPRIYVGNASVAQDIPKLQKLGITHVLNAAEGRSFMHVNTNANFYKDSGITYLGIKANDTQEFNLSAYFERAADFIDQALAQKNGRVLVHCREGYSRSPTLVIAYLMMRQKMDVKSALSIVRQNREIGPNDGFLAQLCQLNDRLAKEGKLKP
# Mtb FBA inh – inhibits M. tuberculosis FBA enzyme; inhibition, % at 1 µM; actives 2.3% (n = 360,000); P9WQA3; purified M. tuberculosis FBA, fluorescence read-out; in the data active = inhibition above about 27%;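 also: 0% = vehicle and 100% = reference inhibitor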
# MazF activator – MazEF (E. coli) toxin RNase activation. P0AE70. FAM/BHQ RNA-DNA oligo cleavage fluorescence, 5 h. activation, % at 20 µM. actives 0.32% (n = 350,000); in the data active = activation above about 50%
# Rv3671c protease – inhibitors of M. tuberculosis serine protease Rv3671c; inhibition, % at 5.96 µM; actives 0.048% (n = 320,000); P9WHR9; AID 2606; in the data active = inhibition above about 38%;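 also: extracellular domain of Rv3671c used as enzyme; 0% = enzyme with DMSO and 100% = no enzyme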
# Target sequence (P9WHR9 whole entry, looked up, the tested form may be a part): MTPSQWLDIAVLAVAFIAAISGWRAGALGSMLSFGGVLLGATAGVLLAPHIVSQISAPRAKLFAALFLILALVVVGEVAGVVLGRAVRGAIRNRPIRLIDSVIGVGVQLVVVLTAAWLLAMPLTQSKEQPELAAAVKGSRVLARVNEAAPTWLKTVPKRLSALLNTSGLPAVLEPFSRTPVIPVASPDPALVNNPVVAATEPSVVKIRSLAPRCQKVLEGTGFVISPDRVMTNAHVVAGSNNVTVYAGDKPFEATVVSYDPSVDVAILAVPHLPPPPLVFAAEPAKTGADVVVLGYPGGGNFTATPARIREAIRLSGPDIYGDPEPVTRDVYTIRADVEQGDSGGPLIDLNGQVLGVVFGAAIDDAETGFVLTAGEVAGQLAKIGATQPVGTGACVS
# The depositor's hits bear a star; ? = inconclusive; / = not tested or not shown. Rule as the data show it, unless noted: active = inhibition above about 30%; inactive = the rest.
SMILES,UGM FP inh,BoNT F protease,CCHFV vOTU inh,GDH-TPI counter,FadD28 FP inh,BioA inh,VHR inh abs,Mtb FBA inh,MazF activator,Rv3671c protease
Cc1ccc2nc(-c3cccnc3)c(NC3CCCCC3)n2c1,-0.1,-12,-15,14,0.3,/,-1,1,21,-3
CCOc1nc2c(c(-c3cccs3)c1C#N)Cc1ccccc1-2,1.3,-4,-8,13,-3.7,-0.8,28,1,-30,2
O=C(Nc1cccc(Cl)c1)Nc1ccc(Cl)cn1,0.1,7,-2,-6,-2.4,0.6,0,9,0,-5
CCOC(=O)CSc1nccc(N(C)C)c1C#N,-0.2,-9,5,2,-3.4,0.3,36,0,-7,3
CCOC(=O)C1=C(COC(=O)c2ccc(Cl)c(S(=O)(=O)N3CCOCC3)c2)NC(=O)NC1C (configuration not stated),/,-4,-11,11,0.0,-1.3,/,2,8,/
CCc1ccc(N2C(=O)CN(Cc3sccc3C)C2=S)cc1,0.4,0,2,-1,2.0,/,18,-2,2,4
CCOc1ccccc1C(=O)NC(C(=O)NCCc1ccccn1)C(C)C (configuration not stated),3.3,5,-6,8,-0.7,1.6,/,2,6,-2
Cc1ccc(N(CC(=O)N2CCN(c3ccc(F)cc3)CC2)S(=O)(=O)c2c(C)noc2C)cc1,-1.3,-1,11,1,-3.3,-1.3,34,-3,2,-6
CCn1cnc2sc(-c3ccccc3)cc2c1=O,-1.2,2,-7,-1,-3.5,/,8,2,-4,-9
COC(=O)c1cc(Br)c(=O)n(CCC2=CCCCC2)c1,-0.1,6,2,-2,1.6,-3.7,6,3,0,-1
CC(C)(C)c1cc(NC(=O)COC(=O)c2ccc(O)cc2O)n(-c2ccccc2)n1,1.2,-10,10,2,-1.4,0.1,/,0,8,-5
COc1ccc(CC(=O)N2CCCc3ccccc32)cc1OC,-1.4,6,-7,11,1.2,0.3,4,0,-15,-6
NC(=O)C1CCN(c2nc(-c3ccc4c(c3)OCCO4)cs2)CC1,-1.0,/,5,/,/,/,/,/,-1,3
CC(=O)Nc1cc(C(F)(F)F)ccc1N1CCOCC1,-1.4,2,-9,7,-2.5,0.5,0,0,0,0
CC(C)c1ccc(/C=C/C(=O)O)cc1,1.1,2,5,7,-3.2,-3.8,-15,-3,-4,-5
O=C(c1ccccc1)N1CCN(C(=O)c2cccnc2)CC1,-2.8,15,-14,-3,-1.1,2.0,-4,-3,-6,-1
COc1ccc(-n2nc(C(=O)NCC(=O)NCCCN3CCOCC3)c3ccccc3c2=O)cc1Cl,1.4,-8,6,-5,/,1.8,7,-2,6,-6
O=C(C1CC2CCC1C2)N1CCN(Cc2ccc3c(c2)OCO3)CC1 (configuration not stated),1.3,/,-4,/,/,/,13,/,-4,16
Cc1csc2c(=O)sc(NC(=O)c3ccc(F)cc3Cl)nc12,-1.4,/,-3,10,-2.3,/,20,13,7,-30
c1ccc(CSc2snnc2-c2ccccc2)cc1,-1.0,?,11,6,-1.6,2.2,-14,-2,-1,-18

# A section of the results above:
SMILES,UGM FP inh,BoNT F protease,CCHFV vOTU inh,GDH-TPI counter,FadD28 FP inh,BioA inh,VHR inh abs,Mtb FBA inh,MazF activator,Rv3671c protease
Cc1csc2c(=O)sc(NC(=O)c3ccc(F)cc3Cl)nc12,-1.4,/,-3,10,-2.3,/,20,13,7,-30
c1ccc(CSc2snnc2-c2ccccc2)cc1,-1.0,?,11,6,-1.6,2.2,-14,-2,-1,-18

# The results go on:
SMILES,UGM FP inh,BoNT F protease,CCHFV vOTU inh,GDH-TPI counter,FadD28 FP inh,BioA inh,VHR inh abs,Mtb FBA inh,MazF activator,Rv3671c protease
COc1cc(C(=O)Nc2nnc(C3=COCCO3)o2)cc(OC)c1OC,-3.1,-3,1,13,0.9,-3.5,-4,-1,1,-6
CCC(=NOCc1ccccc1)C(=O)NNS(=O)(=O)c1ccc(C)cc1,/,-4,0,5,-2.1,4.2,/,8,-1,/
COc1ccc(-c2nc3ncccc3o2)cc1NC(=O)c1cccs1,0.1,-3,15,14,-3.0,1.1,16,-3,13,-11
C(=N\n1cnnc1)/c1ccc(N2CCOCC2)cc1,3.8,4,-2,34*,-0.5,-0.2,5,5,7,1
O=C1CC(C(=O)Nc2ccccc2)N=C(N2CCCCC2)N1 (configuration not stated),1.3,0,-5,-3,0.5,/,-2,5,5,4
CCCCNC(=O)c1cc2nc(-c3ccc(OC)cc3)cc(C(F)(F)F)n2n1,/,1,-10,11,-1.9,2.6,/,14,-2,/
COCC(=O)Nc1ccccc1NC(C)=O,-0.7,3,-2,-7,-0.7,-2.2,-6,-2,-2,-16
Cc1ccc2c(CC(=O)OCC(=O)N(CC(C)C)c3c(N)n(Cc4ccccc4)c(=O)[nH]c3=O)coc2c1,5.2,0,2,-4,-3.1,/,/,1,-3,2
COc1ccc(CN2CCSCC2)cc1C,0.8,1,-11,0,-1.8,-0.8,37,3,-1,4
N/C(=N\OC(=O)c1cccnc1)c1ccc(Cl)cc1Cl,-3.2,-4,-2,0,-0.7,/,30,0,6,-7
Cn1c(CSCc2ccccc2)nnc1SCC(=O)Nc1nccs1,3.5,0,-5,6,-0.9,-2.6,13,0,1,-9
O=S(=O)(Nc1cccc(C(F)(F)F)c1)c1cnc[nH]1,3.9,/,4,2,-2.7,-0.1,-4,-12,6,-1
COc1cccc(Oc2ccc(N)cc2)c1,1.8,-14,14,5,-2.0,-1.5,-20,-2,6,-4
Cc1nn2c(=O)cc(CSCC(=O)Nc3ccccc3F)nc2s1,2.1,0,3,-5,-3.0,0.9,-2,0,2,6
CC1CCN(C(=O)c2cccc(S(=O)(=O)N3CCCc4ccccc43)c2)CC1,-0.9,-9,21,4,-0.6,/,/,0,0,2
COc1ccccc1-c1cccc([C@@H]2C[C@H]3[C@H](CON3C)CN2S(=O)(=O)c2ccccc2C)c1,/,-7,-1,7,-2.6,0.4,/,-2,-1,/
CCOc1ncccc1C(=O)OC(C)C(=O)Nc1ccc(CC)cc1 (configuration not stated),1.1,-2,-3,3,-0.5,/,17,5,-9,2
CC1CCCCC12NC(=O)N(CC(=O)Nc1ccc(OC(F)F)cc1)C2=O (configuration not stated),-1.1,-7,3,-3,0.1,0.3,/,0,6,0
CN(Cc1ccccc1)C(=O)c1cccc(NC(=O)Cc2cccc(NC(=O)C3CCN(C(=O)c4ccccc4)CC3)c2)c1,/,-1,7,4,-2.1,-1.7,/,0,7,/
Cc1sc2nc(CSC(C)C(=O)Nc3ccc(C(N)=O)cc3)[nH]c(=O)c2c1C (configuration not stated),1.4,0,10,0,-2.2,-0.8,/,0,-12,1
CN(C(=O)c1cccc(NC(=O)Cc2ccc(NC(=O)C3CCN(C(=O)CCc4ccccc4)CC3)cc2)c1)C1CCC1,/,-2,4,4,0.0,-4.8,/,4,1,/
Cc1ccc(C)c(NC(=S)N2CCC(NC(=O)c3ccco3)CC2)c1,-1.6,-7,-4,4,0.1,0.0,39,0,5,3
Cc1nn(C(=O)C(C)N2C(=O)c3ccccc3C2=O)c(C)c1Br (configuration not stated),/,-6,3,1,-3.1,/,-1,-6,3,/
NC(=O)c1cc(S(=O)(=O)NCc2cccs2)cs1,0.0,-1,4,-1,0.7,-2.9,23,7,6,-2
Cc1cc(Cc2cc(C)c(O)c(CO)c2)cc(CO)c1O,/,8,-21,1,0.4,0.3,/,-1,7,/
CC(=O)NCCn1c(SCC(=O)Nc2ccc(C)cc2)nc2ccccc2c1=O,-0.5,-4,-15,-3,-0.6,/,25,3,5,2
S=C(Nc1ccc2snnc2c1)N1CCN(c2ccccn2)CC1,-2.3,2,10,9,0.5,-6.5,26,-1,-1,7
CC(=O)Nc1ccc(S(=O)(=O)N2CCCCC2c2cccnc2)cc1 (configuration not stated),-5.5,1,-3,0,-1.4,18,14,3,5,6
CCOC(=O)c1[nH]c2ccc(OC)cc2c1C,2.8,-3,7,7,-2.1,/,27,24,9,1
O=C(/C=C/c1ccccc1)N(Cc1ccc(Cl)cc1)C1CCS(=O)(=O)C1 (configuration not stated),0.1,?,-16,-6,-1.7,6.2,4,0,0,2
CCOc1ccccc1NC(=O)Cn1c(-c2ccc(Cl)cc2)noc1=O,-1.1,-4,17,1,-2.7,-1.7,15,-3,0,-5
CCOc1cc(C(=O)N(C)CC(=O)Nc2cccc(F)c2)ccc1OCC(=O)N1CCCCC1,0.0,13,6,1,-2.6,0.5,/,-1,6,0
C/C(=N\O)C(=O)NCCCNCCCN(C)C,0.5,-4,2,-2,2.1,0.4,21,7,0,1
CC1CCN(C(=O)CN(Cc2ccc(F)cc2)S(C)(=O)=O)CC1,1.4,6,4,3,-0.6,-0.1,12,2,4,/
COc1ccc(C)cc1NC(=O)c1nn(-c2ccccc2)cc1OC,0.3,-1,1,7,-5.4,-0.4,7,1,-10,-29
CCOC(=O)C(C(=O)NCc1cccc(OC)c1)c1ncc(C(F)(F)F)cc1Cl (configuration not stated),-1.4,-6,13,5,-2.6,-0.1,21,3,-3,1
Cc1ccc2nc(-c3ccccn3)oc2c1,-1.7,7,-13,17,1.4,1.7,14,103*,0,8
NC(=O)CC(NC(=O)Cc1ccc(Br)cc1)c1ccc(NC2CCN(Cc3ccccc3)CC2)c([N+](=O)[O-])c1 (configuration not stated),-2.0,-9,20,4,-0.5,-0.6,24,1,6,-5
CCNC(=O)C1(C)CCN(C(=O)c2ccc(-c3ccccc3)cc2)C1 (configuration not stated),/,0,-2,3,-1.6,-1.0,/,0,/,/
CCN(CC)c1ccc2nc3ccccc3[n+](CC)c2c1,4.0,-21,/,14,-0.5,7.1,-14,-3,6,-2
O=C(N/N=C/c1c(O)n(-c2ccccc2Cl)c(=O)c2ccccc12)c1cccnc1,/,2,-19,10,7.5,/,15,-9,-40,/
COc1cc(OC)c2c(O)c3c(c(-c4c5c(c(O)c6c(OC)cc(OC)cc46)CO[C@@H](C)[C@H]5O)c2c1)[C@H](O)[C@H](C)OC3,-0.1,-5,/,11,10*,-4.1,16,3,-69,9
CC(C)c1ccc(C(C(=O)NC(C)(C)C)N(C(=O)CNC(=O)c2ccco2)c2cccnc2)cc1 (configuration not stated),2.0,?,14,-5,-2.1,-0.4,27,-3,3,-8
COc1cc(Br)c(C(C)NC(=O)c2ccc(C)cc2)cc1OC (configuration not stated),0.9,-2,-9,-1,-5.1,1.2,28,-4,-5,-3
O=S(=O)(NCc1ccccc1Cl)c1cccs1,-1.4,-7,-1,-4,-3.4,/,3,-2,5,-7
COc1ccc(N(C(=O)c2snc(C(N)=O)c2N)C(C(=O)NC2CCCCC2)c2ccc(C)o2)cc1 (configuration not stated),-2.1,-6,-10,10,2.0,-0.9,20,-3,-1,-3
CCNC(=O)N1CCCC(C(=O)c2ccc3cc(OC)ccc3c2)C1 (configuration not stated),0.6,0,-25,3,-1.0,/,-7,16,-12,-2
CCN(CC)C(=S)Nc1ccc(OC)cc1,-0.2,4,-12,-10,-5.1,/,-1,-1,-3,-10
C1CCCN(c2nc3nonc3nc2N2CCCCCC2)CC1,0.3,-4,-2,6,-2.0,/,-10,4,2,5
Cc1cc(F)ccc1S(=O)(=O)N1CCCOC1CNC(=O)C(=O)NCc1ccco1 (configuration not stated),-1.8,-4,0,4,-2.8,/,4,0,2,3
COc1cc2c(cc1OC)-c1nc3ccccc3c(=O)n1C(C)(C)C2,-1.0,0,4,39*,-12,-0.1,-4,5,-2,-12

# Part of the list above in order of formula weight, low to high.
SMILES,UGM FP inh,BoNT F protease,CCHFV vOTU inh,GDH-TPI counter,FadD28 FP inh,BioA inh,VHR inh abs,Mtb FBA inh,MazF activator,Rv3671c protease
O=S(=O)(NCc1ccccc1Cl)c1cccs1,-1.4,-7,-1,-4,-3.4,/,3,-2,5,-7
C1CCCN(c2nc3nonc3nc2N2CCCCCC2)CC1,0.3,-4,-2,6,-2.0,/,-10,4,2,5
CCNC(=O)N1CCCC(C(=O)c2ccc3cc(OC)ccc3c2)C1 (configuration not stated),0.6,0,-25,3,-1.0,/,-7,16,-12,-2
CC(C)c1ccc(C(C(=O)NC(C)(C)C)N(C(=O)CNC(=O)c2ccco2)c2cccnc2)cc1 (configuration not stated),2.0,?,14,-5,-2.1,-0.4,27,-3,3,-8
